# Assay outcomes deposited in PubChem by National Center for Advancing Translational Sciences (NCATS).
# pAkt inh = HTS Assay for Inhibitors of Akt Phophorylation: Primary Screen; Neuro2A IGF-stimulated pAkt S473 HTRF, 20 min; active compounds read low; activity change, % for hits at 50 µM; 0.32% of 360,000 active; in the data active = activity change below about -80%; inconclusive = mostly about -51% to -80%; also: % is scaled to controls: 0 for no effect and ±100 for the full control effect
#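 Neuro2A cells (4,500/well, DMEM with 0.5% FBS) were treated with compound at a single 50 µM final concentration, stimulated with 6 nM IGF for 20 min at 37 °C, and lysed. Phospho-Akt Ser473 was read by HTRF as 665/615 ratio ×10^4.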
# PTHR1 ag = qHTS for PTHR1 Agonists: Primary Screen | Parathyroid hormone/parathyroid hormone-related peptide receptor (Homo sapiens), Q03431 | HEK293 GP2 PTHR1 cells, GloSensor cAMP luminescence, 1 h | Potency, µM (doses to about 115 µM), without a hit: at the top dose activation, actives largely listed as activators | 0.075% of 410,000 active; also: potency is read from the fitted curve at half-maximal effect; nearly all actives have a fitted effect of over 55% in size; some results filed as inactive show a strong effect at the top dose; inactives centre near -15; many of its hits are not listed in these tables
#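 HEK-293-derived GP2 cells expressing PTHR1 and a GloSensor cAMP reporter, 3,000/well, plated overnight, given luciferin plus IBMX (each 0.5 mM as added) for 1 h at 37 °C, then compound for 1 h at 37 °C. Luminescence was read after 15 min at room temperature.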
# aSyn rescue = qHTS of alpha-syn Inhibitors | 0.14% of 370,000 active | Yeast expressing alpha-synuclein, growth rescue, BacTiter-Glo, 24 h | Potency, µM (top dose mostly 46.1 µM), without a hit: top-dose growth rescue (activation), most hits filed as activators | AID 652106, 2013; also: potency is read from the fitted curve at half-maximal effect; % of control where 0% means no effect; nearly all actives have a fitted effect of over 65% in size
#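 Galactose-induced alpha-syn yeast (OD600=0.02, raffinose-pregrown) + pinned cpd, 24 hr, 30 deg C; growth by BacTiter-Glo luminescence. Growth restoration scores as activation.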
# DRD3 antagonist = qHTS of D3 Dopamine Receptor Antagonist: qHTS; D(3) dopamine receptor (Homo sapiens), P35462; D3R cells, DiscoveRx beta-arrestin luminescence, antagonist mode; active compounds read low; max response, negative = inhibition, %; 2.5% of 360,000 active; AID 652054, 2013; in the data active = max response below about -50%; inconclusive = no clear call, values can overlap the other calls; also: % is scaled to controls: 0 for no effect and ±100 for the full control effect; mostly tested at two doses, the higher about 12 µM
# Target sequence (P35462 whole entry, looked up): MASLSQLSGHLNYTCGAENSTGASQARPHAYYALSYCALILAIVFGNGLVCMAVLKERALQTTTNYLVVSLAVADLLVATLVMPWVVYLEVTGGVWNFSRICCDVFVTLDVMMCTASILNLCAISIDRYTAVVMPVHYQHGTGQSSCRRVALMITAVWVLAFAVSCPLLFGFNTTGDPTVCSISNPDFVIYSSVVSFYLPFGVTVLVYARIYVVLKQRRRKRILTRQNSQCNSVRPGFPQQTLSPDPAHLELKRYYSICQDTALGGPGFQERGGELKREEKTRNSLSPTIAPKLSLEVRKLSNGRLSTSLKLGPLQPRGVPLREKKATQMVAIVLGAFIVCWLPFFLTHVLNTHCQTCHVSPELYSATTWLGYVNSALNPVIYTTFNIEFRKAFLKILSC
#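 Cells expressing the human receptor were seeded at 1500 cells/well, incubated overnight at 37 degrees C in 5% CO2, then exposed to library compounds with dopamine controls for 90 minutes at 37 degrees C before luminescent detection.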
# Abeta rescue = qHTS for compounds that reverse cellular toxicity of Amyloid beta (A-beta) peptide in yeast: Primary Screen. Potency, µM (highest dose often 46.1 µM), inactives show at the top dose growth rescue, actives largely listed as activators. 0.063% of 410,000 active. yeast expressing A-beta42, growth rescue, OD600, 48 h; response scale: 0% DMSO, 100% iron-clioquinol control; also: potency is read from the fitted curve at half-maximal effect; nearly all actives have a fitted effect of over 55% in size
#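 Yeast A-beta toxicity model in growth medium with pinned compounds, 48 h at 30 C; growth read as absorbance at 600 nm. Normalized to FeCl3/clioquinol equimolar mix (positive) and DMSO (negative).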
# FUS yeast rescue = qHTS for Suppressors of FUS Proteinopathy: Primary screen using FUS-linked yeast assay; S. cerevisiae FUS-expressing, growth rescue, OD600, 24 h; Potency, µM (series often up to 76.6 µM), for inactives: at the top dose growth rescue (activation), actives largely listed as activators; 0.24% of 390,000 active;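 also: potency is read from the fitted curve at half-maximal effect; plate controls were DMSO vehicle for no effect and reference control for full effect; nearly all actives have a fitted effect of over 55% in size; some results filed as inactive show a strong effect at the top dose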
#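 FUS-expressing yeast, raffinose-pregrown, induced in 2% galactose minimal medium at OD 0.005; compounds in a dilution series, 24hr at 30C. Growth restoration read as absorbance at 600 nm. CP55940 positive control, DMSO negative.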
# GLP1R ag = qHTS of GLP-1 Receptor Agonists; Potency, µM (top dose mostly 45.6 µM), without a hit: top-dose activation, hits mostly activators; 0.007% of 380,000 active; HEK293 GLP-1R CRE-luciferase, luminescence, 4-6 h; cells express a hypersensitive GLP-1R form; Glucagon-like peptide 1 receptor (Homo sapiens), P43220; also: potency is read from the fitted curve at half-maximal effect; % of control where 0% means no effect
# Target sequence (P43220 whole entry, looked up): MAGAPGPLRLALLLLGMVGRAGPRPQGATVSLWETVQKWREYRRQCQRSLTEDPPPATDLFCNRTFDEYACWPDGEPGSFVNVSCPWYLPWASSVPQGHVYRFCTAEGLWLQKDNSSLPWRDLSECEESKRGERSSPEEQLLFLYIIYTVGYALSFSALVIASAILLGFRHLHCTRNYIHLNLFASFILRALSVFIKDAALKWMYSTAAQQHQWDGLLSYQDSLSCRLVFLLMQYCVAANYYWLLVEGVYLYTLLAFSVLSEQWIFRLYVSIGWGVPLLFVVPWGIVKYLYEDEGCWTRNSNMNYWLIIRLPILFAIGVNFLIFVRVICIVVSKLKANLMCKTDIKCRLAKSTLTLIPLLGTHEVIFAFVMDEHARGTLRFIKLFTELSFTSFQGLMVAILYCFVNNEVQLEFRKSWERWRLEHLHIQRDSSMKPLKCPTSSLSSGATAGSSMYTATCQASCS
# TDP-43 yeast inh = qHTS of TDP-43 Inhibitors. TDP-43 expressing yeast growth rescue, BacTiter-Glo, 24 h. Potency, µM (doses to about 46.1 µM), inactives show at the highest dose growth rescue (activation), actives largely listed as activators. 1.8% of 410,000 active; also: potency is read from the fitted curve at half-maximal effect; % of control where 0% means no effect; nearly all actives have a fitted effect of over 50% in size
#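 Cell-based yeast growth screen: TDP-43 expression induced in galactose, inoculum OD600=0.02 after raffinose pregrowth to mid-log. Read-out BacTiter-Glo luminescence at 24 hr, 30 deg C; inhibition of toxicity seen as signal increase.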
# GLP-1R inv ag = qHTS of GLP-1 Receptor Inverse Agonists (Inhibition Mode); Potency, µM (highest dose often 38.3 µM), without a hit: top-dose activity change, negative = inhibition, usual class: inhibitors; HEK293 GLP-1R CRE-luciferase, luminescence, 24 h; GLP-1R form is constitutively active; Glucagon-like peptide 1 receptor (Homo sapiens), P43220; 1.6% of 410,000 active; also: potency is read from the fitted curve at half-maximal effect; % is scaled to controls: 0 for no effect and ±100 for the full control effect; nearly all actives have a fitted effect of over 55% in size
#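 qHTS in 1536-well format: reporter HEK293 cells expressing constitutive GLP-1R activity in DMEM + 10% Nu serum, 24 hr with compounds at 37 deg C, luminescence read after 12 min with detection reagent.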
# * hit, by the source's call; i = inactive; ? = inconclusive; · = not tested or not shown; & = joins results of further samples; [ ] = another dose, or the depositor's remark. Unless noted, calls follow the shape of the dose curve; as a rule, active = well fitted curve in the direction sought with a large enough effect; inconclusive = small, poorly fitted or top-dose-only effect, or another doubt; inactive = no such curve, though single readings can be large; an effect the other way counts as inactive or inconclusive.
SMILES,pAkt inh,PTHR1 ag,aSyn rescue,DRD3 antagonist,Abeta rescue,FUS yeast rescue,GLP1R ag,TDP-43 yeast inh,GLP-1R inv ag
CC(C)c1nc2n[nH]c(N)c2c2c1CCCC2,i,-24%,-5%,12,-7%,16%,25%,3%,151%[activator]
COc1cc(NC(=O)c2ccccc2)ccc1NC(=O)c1cc2ccccc2o1,i,-16%&-20%,0%,27,5%&-6%,14%&-2%,5%,-15%&6%,18%&15%
C=CCNS(=O)(=O)c1ccc(C(=O)OCc2cc(=O)oc3cc(OC)ccc23)cc1,i,-80%[inhibitor],2%,-6,0%,27%,17%,7%,1%
Cc1cccc(-c2noc(-c3cc(C(C)C)[nH]n3)n2)c1,·,i,·,·,12%,5%,·,-8%,?
COc1cccc(NC2=C(Cl)C(=O)OC2OC(=O)c2ccco2)c1 (stereo unspecified),i,-6%,0%,-21,-2%,34%,1%,-29%,-5%
CCC(=O)Nc1c2c(nn1-c1ccc(OC)cc1)CS(=O)C2 (stereo unspecified),i,i,9%,6,-7%,4%,0%,-19%,26%
O=C(CCN1CCN(CCO)CC1)Nc1ccc(C2CCCC2)cc1,i,-9%,2%,-11,-1%,-26%,10%,-8%,?
CCOc1ccc(CCNC(=O)COC(=O)c2ccncc2)cc1OCC,i,28%,-2%,-16,-6%,-2%,2%,-11%,39%[activator]
O=C(CCCCC(=O)Nc1ccc(F)cc1F)Nc1ccc(F)cc1F,i,i,1%,9,3%,-25%,0%,11%,8%
O=C(Nc1cccc(Cl)c1)Nc1cnccn1,i,-27%,-5%,-3,-13%,9%,-4%,11%,-14%
CCOc1cc(/C=N/NC(=O)c2cccnc2)ccc1OC(=O)c1ccco1,i,28%,-3%,4,-10%,17%,3%,-12%,8%
Cc1ccccc1Oc1nc2c(C)cccn2c(=O)c1/C=C(\C#N)C(=O)NC1CCS(=O)(=O)C1 (stereo unspecified),i,-31%,8%,16,8%,34%,11%,10%,45%[activator]
COc1ccc(S(=O)(=O)N2CCC(C(=O)NCc3ccncc3)CC2)cc1C,i,i,-4%,1,-3%,8%,7%,-22%,5%
O=C(CN1C(=O)COc2ccccc21)N(CCCN1CCOCC1)CC1CC=CCC1 (stereo unspecified),i,-7%[57.5 µM],-2%,-57*,-29%,26%,8%,-14%,-6%
COC(=O)c1ccc(CN2CCC(n3nccc3NC(=O)C3CC3)CC2)cc1,i,-5%,-5%,-14,-9%,·,-6%,-15%,6%
C#CCOc1ccc(C2C3=C(CC(C)(C)CC3=O)N(CC(=O)O)C3=C2C(=O)CC(C)(C)C3)cc1OC,i,i,1%,2,-6%,6%,0%,-6%,21%
CCOC(=O)C1=C(Cn2cnc3ccccc32)NC(=O)NC1c1cc(C)ccc1C (stereo unspecified),i,i,1%,19,8%,26%,-6%,-11%,?
CCCCn1nc2cc(C(=O)NCCc3ccc(C)cc3)ccc2c1OCC,i,-24%,8%,17,3%,0%,-2%,16%,?
COc1ccc(Cn2nnnc2C(c2ccccc2OC)N2CCC(C(N)=O)CC2)cc1 (stereo unspecified),i,i,2%,-13,12%,-17%,14%,9%,10%
Cc1ccccc1OCCSc1nc2ccc(NC(=O)c3ccccc3)cc2s1,·,i,·,·,-27%,8%,·,-25%,2.8µM*
CCC1(C)COC(c2ccc(OC)c(OC)c2)OC1 (stereo unspecified),i,i,?,2,-11%,·,0%,2%,11%
Cc1ccc(-c2nc(CS(=O)CC(=O)NC3CCCC3)c(C)o2)cc1 (stereo unspecified),i,-20%,1%,13,1%,1%,2%,13%,-9%
CC(C)NC(=O)C1=CC(c2ccc3c(c2)OCO3)=NS(=O)(=O)N1C,·,-11%,·,·,14%,-12%,·,16%,17%
CC(C)CCNc1nc(N2CCCC2)c2c(c1C#N)CCN(C)C2,i,i,2%,-66*,-4%,30%,9%,0%,0%
COc1cccc(Nc2cc(C)nc3ccccc23)c1,i,15%[57.5 µM],-22%,-56*,-13%,10%,4%,-22%,?

# Records listed so far shown as hits in GLP-1R inv ag:
molecule	pAkt inh	PTHR1 ag	aSyn rescue	FUS yeast rescue	GLP1R ag	GLP-1R inv ag
Cc1ccccc1OCCSc1nc2ccc(NC(=O)c3ccccc3)cc2s1	·	i	·	8%	·	2.8µM*

# Following part
SMILES,pAkt inh,PTHR1 ag,aSyn rescue,DRD3 antagonist,Abeta rescue,FUS yeast rescue,GLP1R ag,TDP-43 yeast inh,GLP-1R inv ag
COc1ccc(OC)c(NC(=O)CNC(=O)Cn2cnc3sc(C)cc3c2=O)c1,i,i,1%,16,-16%,7%,-1%,-17%,-23%
CCOc1ccc(NC(=O)c2ccc(F)cc2F)cc1,i,i,0%,-65*,8%,-22%,-1%,0%,15%
Cc1cc(C(=O)NNC(=O)Cc2ccc(Cl)c(Cl)c2)c(C)o1,i,-41%,8%,-1,12%,8%,-10%,17%,?
O=C(Nc1ccc2c(c1)OCO2)C1CC(=O)N(c2ccccc2)C1 (stereo unspecified),i,-20%,0%,7,-2%,3%,2%,-9%,-36%
CC(=O)C1=C(C)N(Cc2ccccc2)C(=O)N[C@H]1c1cccc(C(F)(F)F)c1,i,-53%[inhibitor],3%,-1,4%,7%,5%,9%,-19%
O=C(CSc1nc2cc(Cl)ccc2o1)Nc1ccc(N2CCOCC2)cc1,i,-37%[inhibitor],-11%,25,-23%,8%,6%,-6%,3%
Cc1ccc2cccc(NC(=O)COc3ccccc3[N+](=O)[O-])c2n1,·,-20%,·,·,-5%,-6%,·,8%,0%
Cc1ccc(/C=C2/NC(=O)N(Cc3ccccc3)C2=O)o1,i,i,16%,-28,-65%[inhibitor],30%,5%,5%,15%
CCC(=O)N1c2ccccc2NC2=C(C(=O)CC(c3ccco3)C2)C1c1ccco1 (stereo unspecified),i,-3%,-10%,-24,-12%,14%,-10%,6%,1%
Cc1oc(-c2cc(F)ccc2F)nc1CN1CCCN(C(=O)c2ccco2)CC1,i,-1%,1%,-81*,-4%,10%,13%,-8%,?
COC(=O)c1ccc(C2c3c(-c4ccccc4O)n[nH]c3C(=O)N2Cc2cccnc2)cc1 (stereo unspecified),·,-23%,·,·,11%,12%,·,12%,26%
CCOc1ccc(Nc2nc(C)c(NC(=O)c3cccc(OC)c3)c(Nc3ccc(OCC)cc3)n2)cc1,·,17%,·,·,-1%,?,-12%,-7%,?
CCOc1ccc(CCNC(=O)COC(=O)C2=NNC(=O)CC2)cc1OCC,i,i,0%,7,12%,15%,-1%,19%,39%[activator]
COc1ccc(CN(C)C[C@H]2OCCCC[C@@H](C)Oc3ccc(NS(C)(=O)=O)cc3C(=O)N([C@H](C)CO)C[C@@H]2C)cc1,i,-19%,-5%,1,13%,-18%,1%,16%,12%
O=C(N/N=C/c1ccc([N+](=O)[O-])o1)c1cn(-c2ccccc2)nc1-c1ccc(Cl)cc1,i,i,2%,5,-22%,-7%,2%,-4%,-15%
CC1CCCCC12NC(=O)N(CC(=O)OCC(=O)Nc1ccc(F)cc1[N+](=O)[O-])C2=O (stereo unspecified),i,-14%,5%,19,0%,-2%,-2%,15%,15%
CCN(CC)CCNC(=O)c1ccc2c(c1)sc1nc(-c3ccc(F)cc3)cn12,·,5%,·,·,-17%,15%,·,-44%[inhibitor],?
COc1ccc(Cc2nnc(C(=O)NCCCN3CCN(c4ccccc4F)CC3)o2)cc1OC,·,i,·,·,3%,8%,·,1%,-28%

# An excerpt from above in order of SMILES length, falling:
SMILES,pAkt inh,PTHR1 ag,aSyn rescue,DRD3 antagonist,Abeta rescue,FUS yeast rescue,GLP1R ag,TDP-43 yeast inh,GLP-1R inv ag
CCOc1ccc(Nc2nc(C)c(NC(=O)c3cccc(OC)c3)c(Nc3ccc(OCC)cc3)n2)cc1,·,17%,·,·,-1%,?,-12%,-7%,?
COc1ccc(Cc2nnc(C(=O)NCCCN3CCN(c4ccccc4F)CC3)o2)cc1OC,·,i,·,·,3%,8%,·,1%,-28%
Cc1oc(-c2cc(F)ccc2F)nc1CN1CCCN(C(=O)c2ccco2)CC1,i,-1%,1%,-81*,-4%,10%,13%,-8%,?
Cc1cc(C(=O)NNC(=O)Cc2ccc(Cl)c(Cl)c2)c(C)o1,i,-41%,8%,-1,12%,8%,-10%,17%,?

# These rows are one share of the data (hit frequency here may not be typical).
